Screens as filed in PubChem BioAssay.
ALOX12 inh – ALOX12 (human) lipoxygenase inhibition. P18054. purified 12hLO, xylenol orange hydroperoxide absorbance. Potency, µM (titrated, usually from 108 µM), without a hit: at the highest dose activity change, negative = inhibition, most hits filed as inhibitors. 580,000 tested, 1.1% active. AID 1671190; further: potency means the concentration at half of the fitted maximal effect; on the % scale 0 is the no-effect control and ±100 the full control effect
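Purified human 12hLO (150 nM final) in 25 mM Hepes, 0.01% Triton X-100, pH 7.0 was preincubated 15 min at room temperature with compound. Then 40 uM arachidonic acid was added, 30 min. Hydroperoxide was read by Fe-XO absorbance ratio 573/405 nm.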
D2 agonist – agonists of human D2 dopamine receptor | P14416 | HEK293 T-REx D2 cells, calcium flux agonist mode | activation, % at 2 µM | 340,000 tested, 0.53% active | AID 485358;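 active means activation over 3 SD above normal in the single-dose calcium agonist read, cut at about 30% in these data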; further: 0% is about no effect
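In this primary screen, compounds producing a positive calcium signal within 180 s of addition to tetracycline-induced, force-coupled HEK293 Trex D2 cells are flagged; cells are dye-loaded with a no-wash calcium kit beforehand.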
RGS4 inh – inhibitors of human regulator of G protein signaling 4; Transcreener GDP fluorescence polarization, RGS4-accelerated GTP hydrolysis; P49798; Potency, µM (titrated, usually from 114 µM), for the others: at the top dose activity change, negative = inhibition, usual class: inhibitors; 390,000 tested, 0.039% active; further: potency means the concentration at half of the fitted maximal effect; on the % scale 0 is the no-effect control and ±100 the full control effect; nearly all actives have a fitted effect of over 75% in size; some results filed as inactive show a strong effect at the top dose
Target sequence (P49798 whole entry, looked up): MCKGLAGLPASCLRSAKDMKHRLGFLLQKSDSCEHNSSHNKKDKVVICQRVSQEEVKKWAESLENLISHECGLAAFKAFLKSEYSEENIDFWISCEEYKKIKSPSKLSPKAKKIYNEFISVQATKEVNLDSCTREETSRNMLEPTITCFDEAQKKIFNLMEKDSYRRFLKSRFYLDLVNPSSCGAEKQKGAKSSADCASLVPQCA
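MLSMR compounds (23 nl, pin-transferred) preincubated 10 min at room temperature with a 500nM (2x) first reagent, then RGS4 at 900nM (2x) plus Transcreener GDP mix added; fluorescence polarization (620/688 nm) read before and after 90 min at 30 °C.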
D2 antag – D2 dopamine receptor (human) antagonism; HEK293 TREx D2 cells, calcium flux, dopamine EC80; inhibition, % at 10 µM; 340,000 tested, 2% active; in the data active means inhibition above about 30%; further: 0% is about no effect
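Tetracycline-induced HEK293 T-REx cells expressing D2 force-coupled to calcium signalling were dye-loaded, exposed to compound for 180 s, then challenged with an EC80 of dopamine; calcium flux was followed kinetically for a further 180 s.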
Vif-A3F inh – Vif-A3F binding inhibition; 390,000 tested, 0.2% active; Potency, µM (series often up to 46.1 µM), for the others: top-dose activity, negative = active; HeLa A3F-eYFP + Vif (tagged APOBEC3F with the HIV-1 protein that degrades it), YFP fluorescence increase; further: potency means the concentration at half of the fitted maximal effect; % of control where 0% means no effect; nearly all actives have a fitted effect of over 65% in size
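Fluorescence increase (Ex 488/Em 500-530) after overnight compound treatment at 37 deg C flags inhibition of Vif-driven A3F-eYFP loss in stable HeLa A3F-eYFP/Vif cells seeded overnight beforehand.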
ERG Ets-DNA blk – blocks human ERG Ets domain binding to DNA | P11308 | fluorescence polarization, His-ERG Ets domain / labelled DNA | Potency, µM (top dose mostly 76.9 µM), for inactives: at the top dose FP activity, negative = inhibition, most hits filed as inhibitors | 370,000 tested, 0.028% active; active means well fitted inhibition curve with a large enough effect in the polarisation, with a control signal flat; inconclusive means small, poorly fitted or top-dose-only effect, or effect the other way, or a change in a side signal; inactive means no such curve, though single readings can be large or run the other way; the % refers to the polarisation;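 further: polarization taken with two DNA probes labelled with fluorescein and Texas red; potency means the concentration at half of the fitted maximal effect; % of control where 0% means no effect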
Target sequence (P11308 whole entry, looked up, the tested form may be a part): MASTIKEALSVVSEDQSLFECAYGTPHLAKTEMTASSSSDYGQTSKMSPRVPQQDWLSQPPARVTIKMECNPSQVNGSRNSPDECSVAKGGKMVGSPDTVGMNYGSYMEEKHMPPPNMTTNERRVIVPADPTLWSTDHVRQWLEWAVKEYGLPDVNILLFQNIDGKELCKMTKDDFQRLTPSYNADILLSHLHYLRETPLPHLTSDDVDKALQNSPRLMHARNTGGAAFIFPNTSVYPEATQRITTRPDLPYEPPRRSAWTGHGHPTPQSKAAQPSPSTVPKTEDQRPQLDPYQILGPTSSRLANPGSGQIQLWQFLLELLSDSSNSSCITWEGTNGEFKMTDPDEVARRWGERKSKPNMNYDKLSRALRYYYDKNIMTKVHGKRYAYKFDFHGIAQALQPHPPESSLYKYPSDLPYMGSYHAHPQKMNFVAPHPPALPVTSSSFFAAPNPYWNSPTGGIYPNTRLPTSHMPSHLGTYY
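His-tagged ERG Ets domain (1 uM in the protein solution; 300mM KCl, 50mM Tris-HCl, 1mM EDTA, 1mM DTT, pH 7.5) received compound, then a probe mix of 5 nM fluorescein-DNA and 100nM Texas-615-DNA. Fluorescence polarization was read for both dyes.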
LDHA block – blocks human lactate dehydrogenase A; P00338; purified LDHA, NADH/diaphorase-resazurin fluorescence; stronger effect = lower value; activity change, % (values are at about 110 or 230 µM); 480,000 tested, 0.15% active; in the data active means activity change below about -30%; inconclusive means mostly about -25% to -30%;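 further: plate controls were DMSO wells for no effect and wells without enzyme for full effect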
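Remaining NADH was detected by diaphorase (0.133 mg/mL) converting 37 µM resazurin to fluorescent resorufin, read at 0 and 20 minutes. The preceding 5-minute room-temperature reaction used 2 nM LDHA, 0.2 mM sodium pyruvate and 0.06 mM NADH at pH 7.4.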
Vif-A3G inh – blocks the Vif interaction with human APOBEC3G. AID 602310. HeLa A3G-eYFP + Vif (tagged APOBEC3G with the HIV-1 protein that degrades it), YFP fluorescence, overnight. Q9HC16. Potency, µM (titrated, usually from 46.1 µM), inactives show at the top dose activity, negative = active, actives largely listed as inhibitors. 410,000 tested, 0.076% active;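 further: potency means the concentration at half of the fitted maximal effect; on the % scale 0 is the no-effect control and ±100 the full control effect; nearly all actives have a fitted effect of over 60% in size; hits raise eYFP signal because A3G escapes Vif-driven loss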
Target sequence (Q9HC16 whole entry, looked up): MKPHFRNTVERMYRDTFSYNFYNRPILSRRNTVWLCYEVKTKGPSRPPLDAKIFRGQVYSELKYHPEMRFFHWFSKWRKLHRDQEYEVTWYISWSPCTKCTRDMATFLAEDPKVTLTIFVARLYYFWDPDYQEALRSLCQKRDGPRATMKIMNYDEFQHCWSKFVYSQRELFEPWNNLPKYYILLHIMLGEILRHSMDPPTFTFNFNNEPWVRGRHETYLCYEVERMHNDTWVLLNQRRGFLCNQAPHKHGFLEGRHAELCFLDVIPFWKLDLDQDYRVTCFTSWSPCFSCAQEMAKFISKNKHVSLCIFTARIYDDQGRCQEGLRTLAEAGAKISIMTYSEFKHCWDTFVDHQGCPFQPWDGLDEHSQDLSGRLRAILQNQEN
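Read-out is eYFP fluorescence (Ex 488/Em 500-530) from Vif-expressing HeLa A3G-eYFP cells; more signal means A3G escaped Vif-mediated degradation. Cells plated overnight, compound pinned in, incubated overnight at 37 deg C.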
GRP78 ERSR act – induces the endoplasmic reticulum stress response in human glioma cells; U87-MG GRP78 promoter luciferase reporter, 16 h; Potency, µM, inactives show at the highest dose activation, hits mostly activators; 420,000 tested, 0.02% active; further: potency means the concentration at half of the fitted maximal effect; series mostly up to about 76 µM; % of control where 0% means no effect; nearly all actives have a fitted effect of over 35% in size
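ERSR induction read as luciferase luminescence (Bright-Glo, 10 min at room temperature) in stably transfected human U87-MG glioma cells exposed to compounds for 16 h, using GRP78 as sensor.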
* = called active by the depositor; ? = inconclusive; nt = no result given; & = joins results of further samples; [ ] = remark or other dose. Unless noted, the call rests on the fitted dose curve; in most records, active means well fitted curve in the direction sought with a large enough effect; inconclusive means small, poorly fitted or top-dose-only effect, or another doubt; inactive means no such curve, though single readings can be large; an effect the other way counts as inactive or inconclusive. The list is partial; count on the stated rates, not on these rows.

entry | mol | ALOX12 inh | D2 agonist | RGS4 inh | D2 antag | Vif-A3F inh | ERG Ets-DNA blk | LDHA block | Vif-A3G inh | GRP78 ERSR act
1 | COc1ccc(-c2nc(C#N)c(NCCCN(C)C)o2)cc1OC | 16.7% | -1.2 | -11.7% | -4.2 | -0.7% | nt | 6.8 | 0.2% | 1.1%
2 | COc1ccc(S(=O)(=O)Nc2ccc(NC(C)=O)cc2)cc1 | 3.9% | 1.4 | 2.1% | -9.6 | 0.1% | -6.6% | 1.9 | -0.9% | -5.0%
3 | CCOc1ccc(C2/C(=C(\O)c3ccc(OC)c(OC)c3)C(=O)C(=O)N2c2cc(C)on2)cc1OC (stereo not drawn) | -25.9% | nt | 25.2% | nt | nt | 12.4% | -3.2 | -2.0% | 4.5%
4 | Cc1cc(C)n(-c2cccc(C(=O)O)c2)n1 | -5.4% | 1.2 | 1.4% | 1.9 | 0.8% | -3.8% | -5.5 | 1.8% | -3.0%
5 | COc1ccc(Cl)cc1NC(=O)C1CC(c2ccccc2O)=NO1 (stereo not drawn) | ? | -0.5 | 14.5% | 15.8 | 1.8% | 3.0% | 0.3 | -4.5% | -3.5%
6 | Clc1ccc(OCCCCSc2ncccn2)cc1 | -3.3% | -1.5 | -34.4% | -2.7 | -2.5% | 9.7% | 4.6 | -1.1% | -1.2%
7 | COc1ccc(CN2CC(=O)N(c3ccccc3OC)C2=S)cc1OC | 2.7% | -0.2 | -14.4% | -14.8 | -7.3% | -3.8% | 1.6 | -4.6% | -1.7%
8 | COc1ccc(Oc2ccccc2C=O)cc1 | -4.7% | -0.1 | -7.0% | 9.2 | -0.2% | -4.0% | -1.9 | -5.7% | -6.0%
9 | Cc1ccc(OCC(=O)OC(C)CN(C)Cc2ccccc2)cc1 (stereo not drawn) | -26.0% | -0.8 | 6.3% | -8.6 | 14.9% | 0.4% | -2.7 | -1.3% | 0.2%
10 | COc1ccc(S(=O)(=O)N2CCN(C(=O)c3ccccc3Cc3ccccc3)CC2)cc1OC | 8.5% | nt | nt | nt | -13.7% | nt | 1.9 | -2.1% | -2.7%
11 | CCOc1cc(S(=O)(=O)NCCc2c(C)[nH]c3ccc(C)cc23)ccc1Br | ? | 0.0 | -2.2% | nt | ? | -1.2% | 3.4 | ? | 2.7%
12 | CC(C)n1nnc2ccccc2c1=O | -4.4% | 1.1 | 18.1% | 8.1 | -0.5% | 0.0% | 2.9 | 2.4% | -4.2%
13 | Cc1cc(NC(=O)c2ccc(NC(=O)C(C)C)cc2)no1 | 0.0% | 0.5 | 12.0%[11.4 µM] | -0.4 | -5.9% | 2.5% | -1.6 | 1.4% | -2.8%
14 | CC1(C)C(=O)OC(c2ccco2)C(C)(C)C1=O (stereo not drawn) | -14.0% | -0.1 | 18.3% | 6.4 | 0.0% | -1.5% | -2.9 | 0.3% | -4.6%
15 | COc1cc2c(c(OC)c1OC)-c1ccc(SC)c(=O)cc1C(NC(=O)c1ccccc1)CC2 (stereo not drawn) | -19.5% | nt | -10.0% | nt | -16.8% | 0.6% | -4.0 | -35.8% | 1.5%
16 | Cc1csc(N2CCN(c3cc4nc(-c5ccncc5)[nH]c4cc3Cl)CC2)n1 | -0.2% | -0.7 | -24.4% | 11.8 | 0.9% | -10.1% | 2.4 | 2.2% | -2.7%
17 | CC1CCCN(S(=O)(=O)c2cc(C(=O)NCc3ccco3)ccc2Cl)C1 (stereo not drawn) | ? | nt | -19.2% | nt | 8.1% | -8.6% | -3.3 | 5.8% | 2.9%
18 | CCN1C(=O)CSc2ccc(C(=O)NC3CCCCC3)cc21 | -26.7% | nt | 9.2% | nt | -16.1% | ? | -0.2 | -9.8% | -3.7%
19 | CC1CCc2nc(NC(=O)CCSc3ccccc3)sc2C1 (stereo not drawn) | -2.7% | 0.0 | 13.4% | -30.5 | -14.3% | -1.3% | -17.2 | 5.0% | 0.6%
20 | COc1ccccc1NC(=O)c1ccc(C)c(S(=O)(=O)N2CCCCC2)c1 | 11.3% | 3.0 | -46.4% | 14.8 | 1.1% | 15.4% | 1.5 | -0.1% | -2.1%
21 | CCN(CC)S(=O)(=O)c1ccc(OC)c(NC(=O)c2sc3ccccc3c2Cl)c1 | 21.9%&-0.9% | -0.5 | -4.5% | nt | -3.2% | -9.8% | 14.0&-2.0 | 1.5% | -4.3%
22 | Cc1cc(NC(=O)CSCC(=O)N(C)Cc2cccc(Cl)c2)no1 | -4.9% | 0.2 | 19.1% | 2.2 | 2.9% | 10.5% | -4.8 | 0.3% | -4.1%
23 | COc1cc(/C=N/NC(=O)C(=O)NCc2ccco2)ccc1O | -6.7% | 1.0 | -4.1% | -1.5 | 10.6% | -14.4% | -0.2 | -2.9% | 0.7%
24 | c1ccc(COc2ccc3nocc3c2)cc1 | 5.0% | -0.4 | -13.0% | 6.0 | 13.2% | -1.8% | -3.0 | 0.0% | 20.5%
25 | CCOc1ccc2nc(SCC(=O)N3c4ccccc4Sc4ccccc43)sc2c1 | -17.2% | 0.8 | -26.9% | -12.5 | -16.6% | 3.6% | -7.7 | -7.6% | -3.4%
26 | CC1=Nc2ccccc2N=C(NC(=O)CN2CCN(c3ccccc3)CC2)C1c1ccccc1 (stereo not drawn) | -0.8% | -1.0 | -5.5% | 0.0 | 2.8% | -7.4% | 0.6 | 0.2% | -1.4%
27 | COc1ccccc1NC(=O)Cn1c([N+](=O)[O-])cnc1C | 54.6%[activator] | 1.0 | -8.0% | 0.6 | 4.6% | -18.0% | 0.2 | 0.1% | -1.6%
28 | CCCC(=O)Nc1ccc2c(c1)Cc1ccccc1-2 | 0.7% | 0.3 | 11.7% | 4.2 | 5.9% | 1.2% | -0.5 | 3.3% | 8.1%
29 | CCOC(=O)C(CN1CCCC1)c1ccccc1 (stereo not drawn) | ? | 0.8 | 19.2% | 0.0 | 4.8% | 4.2% | -9.5 | 3.4% | 0.7%
30 | CC(=O)c1ccc(N(C(=O)CS(=O)CC(=O)Nc2ccc(F)cc2)C(C(=O)NC2CCCCC2)c2cccs2)cc1 (stereo not drawn) | 12.3% | 1.0 | -30.1% | -2.5 | 1.7% | 4.8% | 1.2 | -4.3% | 1.9%
31 | O=C(C1CC=CCC1)N1CCN(C(=O)C2CC=CCC2)CC1 (stereo not drawn) | -12.5% | 1.4 | -12.1%[11.4 µM] | -11.7 | -8.1% | 0.7% | 0.8 | 1.6% | -2.5%
32 | COc1cc(C)ccc1OCCOCCOc1cc(C)c(C)cc1Br | ? | -0.5 | -8.0% | -3.8 | -0.1% | ? | 0.0 | 1.2% | -3.6%
33 | O=C(Nc1nnc(-c2ccco2)o1)c1ccc(S(=O)(=O)N2CCOCC2)cc1 | -2.5% | 0.2 | -8.2% | -1.8 | -0.1% | -15.2% | 1.9 | -4.2% | -5.2%
34 | O=C(CSc1nc2ncccc2o1)Nc1ccc(Cl)cc1F | 2.7% | 1.0 | 5.5% | nt | 0.2% | -1.5% | -8.5 | 0.6% | 5.4%
35 | COc1ccc(-c2nc(C#N)c(N3CCC(C)CC3)o2)cc1 | -0.8% | 0.1 | -4.7%[56.9 µM] | -5.0 | 4.3% | 9.2% | 1.5 | -10.8% | 0.8%
36 | CCN(CC)c1nc(N2CCN(C)CC2)nc2ccccc12 | -26.0% | 0.9 | 3.9% | -16.6 | -6.8% | -4.7% | -4.0 | -0.2% | -6.4%
37 | CCC(COC(=O)c1ccccc1)Oc1cc(NCc2ccccc2)c2ncn(C(C)C)c2c1 (stereo not drawn) | -28.2% | nt | -35.5% | nt | -6.4% | 18.9% | 21.1 | -14.8% | -9.0%
38 | Cc1nnc(N/N=C/c2ccc(-c3ccc(Br)cc3)o2)n1N | -6.4% | -0.6 | -12.5% | 0.6 | 11.2% | -2.5% | 26.8 | -1.6% | -12.2%
39 | NC(=O)C1=C[C@H](c2ccc3c(c2)OCO3)C[C@H](OCc2ccc(CO)cc2)O1 | ? | 0.0 | 2.4% | 33.1* | 2.6% | -8.0% | 5.8 | -1.3% | -1.7%
40 | COc1ccccc1C1C2=C(CC(C)(C)CC2=O)N(CC(=O)O)C2=C1C(=O)CC(C)(C)C2 | ? | -1.0 | -14.3% | -9.8 | 2.1% | -3.4% | 1.3 | 2.2% | -2.7%
41 | CCOC(=O)N1CCC(NC(=O)Cn2ncc3ccccc32)CC1 | -9.3% | -2.1 | -13.4% | -13.3 | -3.5% | nt | -0.8 | 1.0% | -0.3%
42 | O=c1[nH]c(CN2CCOCC2)nc2scc(-c3ccccc3)c12 | -2.8% | 1.3 | -11.1% | -20.0 | ? | 4.4% | -5.4 | 0.0% | -5.9%
43 | COC(=O)[C@]1(Cc2ccccc2)N[C@H](CN(C)S(=O)(=O)c2ccc(C(C)(C)C)cc2)[C@@H]2C(=O)N(C)C(=O)[C@@H]21 | 12.0% | nt | -14.0% | nt | 4.8% | 11.5% | 2.0 | 0.6% | -3.7%
44 | Cc1ccc(C)c(Nc2nn3c(=O)c4cc5c(cc4nc3s2)OCO5)c1 | -1.8% | nt | -12.6% | nt | -16.1% | 0.0% | 0.0 | -0.9% | 1.8%
